IL1B NFkB pot: enhancers of NFkB p65 translocation in HUVEC – imaging, IL-1B stimulus, high-content imaging, primary screen. HUVEC IL-1B NFkB p65 nuclear translocation imaging. activation, % at 2 µM. 0.3% of 94,000 active;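 active = activation above 40%, about the mean plus 3 SD, also judged a hit on visual image review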;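 note: percent activation is computed from the nuclear over cytoplasmic p65 intensity ratio; values of inactives mirror those of a sister screen read the other way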
MRP resist rev: reversal of MRP1-mediated doxorubicin resistance, primary screen, H69AR cells, doxorubicin co-treatment; H69AR cells + 2 uM doxorubicin, CellTiter-Glo, 72 h; differential viability (reversal), % at 10 µM; 0.04% of 85,000 active; AID 602, 2007;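 active = viability drop by adding the cancer drug above about 55%, with treated viability meeting a 40% cutoff, limit read from the data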;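 note: viability without doxorubicin minus viability with 2 µM doxorubicin for each compound; larger differential means the compound sensitizes cells more to doxorubicin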
IL1B NFkB inh: inhibitors of IL-1B driven NFkB p65 nuclear import, primary screen, imaging, HUVEC, IL-1B stimulus, high-content imaging; 0.43% of 94,000 active; inhibition, % at 2 µM; HUVEC IL-1B NFkB p65 nuclear translocation imaging;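 active = inhibition above about 30% together with a positive call from visual inspection of the well image, limit read from the data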;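 note: nuclear over cytoplasmic p65 intensity ratio measured by imaging; 0% = IL-1B stimulated DMSO wells and 100% = unstimulated DMSO wells; values of inactives mirror those of a sister screen read the other way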
PLAP inhibition: PLAP enzyme inhibitors, biochemical, luminescence, HTS (AID 690). Alkaline phosphatase, placental type (Homo sapiens). purified PLAP, luminescent substrate; higher % means a stronger effect. one-dose inhibition, % at 20 µM; IC50 in µM for titrated hits. 0.08% of 96,000 active; in the data active = a potency from the dose series; inactive = the rest, 99 in 100 with inhibition below about 30%; note: strong numbers were not always called active
Bcl-B displacement: displacers of TR3 peptide from Bcl-B, primary screen, selectivity assay for Bfl-1 inhibitor project, biochemical, fluorescence polarization; FP displacement of FITC-TR3 peptide from Bcl-B; higher % means a stronger effect; displacement, % at 20 µM, or IC50 in µM where a hit was titrated; Bcl-2-like protein 10 (Homo sapiens); AID 748, 2007; 0.11% of 96,000 active;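 active = displacement above 50% at 20 µM plus a fluorescence interference ratio under 1.5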;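 note: plate controls were wells without compound for no effect and wells lacking Bcl-B protein for full effect; a part of the inactive calls stands beside numbers as strong as those of hits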
MRP resist rev cytotoxicity: also measured in MRP resist rev; calls as there; viability, %; H69AR cells, CellTiter-Glo, 72 h; measured here: cytotoxicity without doxorubicin
MRP resist rev with doxorubicin: further read-out of MRP resist rev, marked with its call; viability, %; measured here: viability with 2 uM doxorubicin; active compounds read low
IL1B NFkB inh cell count 2 µM: also measured in IL1B NFkB inh; calls as there; cell count; measured here: cells passing quality filter;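 raw number of nuclei counted in each imaged well without normalization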
IL1B NFkB pot cell count 2 µM: further read-out of IL1B NFkB pot, marked with its call; cell count; measured here: cells passing quality filter
* marks the source's active call; other numbers are inactive results; / = no result given. These rows are one share of the data; the hit share may differ from the screen's.

Values run as follows: IL1B NFkB pot | IL1B NFkB pot cell count 2 µM | MRP resist rev | MRP resist rev cytotoxicity | MRP resist rev with doxorubicin | IL1B NFkB inh | IL1B NFkB inh cell count 2 µM | PLAP inhibition | Bcl-B displacement
COc1ccc(NCc2nnc(SCC(=O)N3CCCc4ccccc43)o2)cc1
→ 26 | 123 | 8 | 84 | 75 | -26 | 123 | 24% | 8%
CC1CCCN(c2nc3c(c(=O)[nH]c(=O)n3C)n2Cc2ccccc2Cl)C1 (stereo not drawn)
→ -1 | 82 | / | / | / | 1 | 82 | -59% | 4%
CC(C)CCNC(=O)NC(=O)COc1ccccc1C#N
→ -11 | 156 | 25 | 119 | 94 | 11 | 156 | 16% | -1%
COc1cc(C(=O)N2CCN(Cc3ccccc3C(F)(F)F)CC2)cc(OC)c1OC
→ 33 | 91 | -4 | 77 | 81 | -33 | 91 | -46% | 9%
Cc1ccsc1C(=O)OCC(=O)Nc1sccc1C(N)=O
→ -5 | 108 | -14 | 66 | 80 | 5 | 108 | -3% | -10%
COc1ccc(Br)cc1CNC(=O)CCN1C(=O)COc2ccccc21
→ / | / | 4 | 84 | 80 | / | / | 14% | 2%
CSc1cccc(-n2c(C)cc(C(N)=O)c2C)c1
→ -3 | 176 | 8 | 95 | 88 | 3 | 176 | 9% | -21%
CNC(=S)NNC(=O)c1cccn(Cc2ccc(Cl)c(Cl)c2)c1=O
→ 12 | 148 | / | / | / | -12 | 148 | -87% | 0%
Cc1nn(-c2ccccc2)c2c1C1(C(=O)Nc3ccccc31)N1C(=N2)Sc2ccccc21 (stereo not drawn)
→ -26 | 99 | 4 | 46 | 41 | 26 | 99 | -61% | -3%
COc1ccc(S(=O)(=O)Nc2ccc(S(=O)(=O)N3CCCCC3)cc2)cc1
→ 5 | 179 | 5 | 90 | 85 | -5 | 179 | -25% | 1%
Cc1onc(-c2c(F)cccc2Cl)c1C(=O)NCc1ccco1
→ 21 | 175 | 11 | 84 | 73 | -21 | 175 | 5% | 5%
CNC(=O)/C(=C\C=C\c1ccccc1)NC(=O)c1ccc([N+](=O)[O-])cc1
→ 6 | 183 | / | / | / | -6 | 183 | 9% | 26%
COC(=O)c1cc2c(=O)n3ccccc3nc2n(Cc2cccnc2)c1=N
→ 6 | 130 | 14 | 82 | 68 | -6 | 130 | / | /
O=C(CCCOc1ccc(Cl)cc1Cl)N/N=C\C1CCCCC1
→ 5 | 101 | / | / | / | -5 | 101 | -13% | -8%
CCCCOC(=O)Sc1nc2ccccc2o1
→ 1 | 202 | -9 | 77 | 86 | -1 | 202 | -14% | -4%
Oc1ccccc1/C=N/Nc1cccc2cccnc12
→ -2 | 110 | / | / | / | 2 | 110 | -10% | -7%
COc1cc(NC(=O)CSc2nc3ccccc3cc2Cc2ccccc2)cc(OC)c1
→ -1 | 171 | / | / | / | 1 | 171 | -2% | 4%
Cc1ccc(CNc2ccc(Cl)cc2[N+](=O)[O-])cc1
→ 9 | 163 | / | / | / | -9 | 163 | 10% | -26%
CC(=O)N1CC2(C)CN(C(C)=O)CC(C)(C1)C2
→ -1 | 110 | 6 | 100 | 94 | 2 | 110 | 1% | -8%
O=C(Nc1ccc(N2CCOCC2)c(Cl)c1)c1ccco1
→ -3 | 86 | 11 | 92 | 81 | 3 | 86 | 26% | -3%
O=C(NCc1ccc2c(c1)OCO2)c1c(O)c2cccc3c2n(c1=O)CCC3
→ 11 | 124 | 5 | 95 | 90 | -11 | 124 | -29% | -2%
CC(=O)Nc1ccc(S(=O)(=O)n2cnc3cc(C)c(C)cc32)cc1
→ -1 | 165 | 6 | 88 | 82 | 1 | 165 | -46% | 0%
COc1ccc(C(=O)Nc2ccc3oc(Cc4ccc(Cl)cc4)nc3c2)cc1OC
→ 1 | 189 | 8 | 70 | 62 | -1 | 189 | -50% | 13%
COc1ccc(C2C(C#N)=C(N)OC3=C2C(=O)CC(C)(C)C3)c([N+](=O)[O-])c1OC (stereo not drawn)
→ -2 | 141 | / | / | / | 2 | 141 | 2% | 4%
c1ccc(-n2ncc3c(NCCCN4CCOCC4)ncnc32)cc1
→ 7 | 186 | 1 | 84 | 83 | -7 | 186 | -25% | -5%
c1ccc(-c2csc(-n3cnnn3)n2)cc1
→ 7 | 222 | 15 | 101 | 86 | -7 | 222 | 22% | 6%
Cc1nnsc1C(=O)Nc1ccccc1Cl
→ 1 | 86 | -1 | 102 | 104 | -1 | 86 | -4% | 5%
O=C(NCCCNC(=O)C(F)(F)C(F)F)C(F)(F)C(F)F
→ -2 | 131 | -11 | 91 | 102 | 2 | 131 | 3% | 5%
O=c1[nH]cnc2scc(-c3ccc(F)cc3)c12
→ 12 | 117 | 12 | 93 | 82 | -12 | 117 | 9% | -9%
CC(NC(=O)c1ccco1)c1ccc2c(c1)OCCO2 (stereo not drawn)
→ 2 | 93 | 30 | 106 | 76 | -2 | 93 | / | /
CN1CCC2(CC1)C1CN(C)CC=C1C(C#N)=C(N)C2(C#N)C#N (stereo not drawn)
→ -4 | 126 | 5 | 91 | 86 | 4 | 126 | -11% | 114%
O=C(CSc1nnc2c3ccccc3c3ccccc3c2n1)Nc1ccccc1F
→ 8 | 162 | / | / | / | -8 | 162 | 14% | -86%
C/C(O)=C(\C#N)c1nc2ccccc2[nH]1
→ 31 | 169 | / | / | / | -31 | 169 | -2% | 1%
N#CCc1c(C#N)c(N)nc(N2CCN(S(=O)(=O)c3ccccc3)CC2)c1C#N
→ 11 | 168 | -11 | 88 | 98 | -11 | 168 | / | /
CCOC(=O)CNC(=O)c1sc2nc(C)cc(C)c2c1N
→ 18 | 202 | -13 | 84 | 97 | -18 | 202 | 14% | -3%
NC(=O)C1(N2CCCCC2)CCN(C2CC(=O)N(Cc3cccs3)C2=O)CC1 (stereo not drawn)
→ -32 | 48 | 8 | 99 | 91 | 32* | 48* | 16% | -6%
CCN(CC)C(=O)C1CCN(Cc2cccc(OCc3ccccc3)c2)CC1
→ -1 | 119 | 10 | 90 | 81 | 0 | 119 | -63% | -6%
O=C(CCCNS(=O)(=O)c1cccc2nsnc12)NCc1ccc(Cl)cc1
→ 34 | 135 | 15 | 106 | 91 | -34 | 135 | -11% | -8%
O=C(Nc1ccc(Cl)cc1)Nc1cccnc1
→ -5 | 94 | -4 | 98 | 102 | 5 | 94 | -13% | 13%
O=C(CCN1CCOCC1)c1ccc2c(c1)OCCO2
→ -8 | 104 | -85 | 3 | 88 | 8 | 104 | / | /
CC(=O)C1=C(O)C(=O)N(c2ccc(S(N)(=O)=O)cc2)C1c1ccc([N+](=O)[O-])cc1 (stereo not drawn)
→ 3 | 154 | -3 | 109 | 112 | -2 | 154 | 2% | -9%
Cn1c(O)c(C(C#N)=C2N=c3ccccc3=N2)c2ccccc21
→ 0 | 154 | -11 | 14 | 25 | 0 | 154 | 20% | 2%
COC(=O)c1ccc(NC(=O)CNS(=O)(=O)c2cccs2)cc1
→ / | / | 20 | 111 | 92 | / | / | -40% | -26%
O=C(CCn1nc(-c2ccccc2)ccc1=O)N1CCCC1
→ -1 | 138 | / | / | / | 1 | 138 | 10% | 5%
CCSc1nnc(-c2ccncc2)o1
→ 10 | 177 | -1 | 82 | 83 | -10 | 177 | 2% | 4%
COc1cccc(-n2c(SCC(=O)Nc3cc(C)on3)nc3c([nH]c4ccccc43)c2=O)c1
→ -6 | 48 | -7 | 92 | 99 | 6 | 48 | -19% | 0%
CCC(NS(=O)(=O)c1ccc(C)cc1)C(=O)N1CCC2(O)CCCCC2C1 (stereo not drawn)
→ 6 | 148 | 10 | 96 | 85 | -6 | 148 | -14% | 0%
C[N+]1(CC(=O)Nc2ccc(F)cc2)CCN(C(=O)c2ccco2)CC1
→ 3 | 161 | -6 | 67 | 73 | -3 | 161 | 8% | -8%
O=C(O)CCCn1nc(-c2ccccc2)c2ccccc21
→ / | / | -8 | 89 | 97 | / | / | -22% | 0%
Cc1ccc(C)c(N(CC(=O)N/N=C/c2ccc(-c3ccc([N+](=O)[O-])cc3)o2)S(=O)(=O)c2ccccc2)c1
→ 18 | 131 | / | / | / | -18 | 131 | -6% | -301%
Cc1cc2ncn(C(=O)N3CCCCCC3)c2cc1C
→ -5 | 85 | 24 | 86 | 62 | 5 | 85 | / | /
O=C(c1ccco1)n1nc(NCc2ccccc2)nc1NCc1ccccc1
→ 8 | 164 | -3 | 93 | 97 | -8 | 164 | 16% | -8%
O=C1c2ccccc2C(=O)N1CCn1nc(Cl)nc1Cl
→ / | / | -13 | 92 | 105 | / | / | -27% | -11%
CCCS(=O)(=O)N1CCN(CCCc2ccccc2)CC1
→ 36 | 64 | / | / | / | -36 | 64 | -5% | -1%
O=S(=O)(N1CCCCC1)N1CCN(c2ccc(F)cc2)CC1
→ -3 | 158 | 34 | 131 | 96 | 3 | 158 | 1% | -7%
O=C(c1ccco1)N1CCN(Cc2nc3ccc([N+](=O)[O-])cc3c(=O)n2-c2ccccc2F)CC1
→ / | / | -1 | 69 | 70 | / | / | -65% | 22%
O=C1CCCN1CC(O)CS(=O)(=O)c1ccccc1 (stereo not drawn)
→ 10 | 126 | / | / | / | -10 | 126 | 11% | 1%
Cc1cc2ccccc2cc1CN1CCOCC1
→ 2 | 82 | 11 | 97 | 87 | -2 | 82 | 2% | -19%

Arranged by count of non-hydrogen atoms (lowest first): part of the list above
Values run as follows: IL1B NFkB pot | IL1B NFkB pot cell count 2 µM | MRP resist rev | MRP resist rev cytotoxicity | MRP resist rev with doxorubicin | IL1B NFkB inh | IL1B NFkB inh cell count 2 µM | PLAP inhibition | Bcl-B displacement
Cc1cc2ccccc2cc1CN1CCOCC1
→ 2 | 82 | 11 | 97 | 87 | -2 | 82 | 2% | -19%
CCCS(=O)(=O)N1CCN(CCCc2ccccc2)CC1
→ 36 | 64 | / | / | / | -36 | 64 | -5% | -1%
Cn1c(O)c(C(C#N)=C2N=c3ccccc3=N2)c2ccccc21
→ 0 | 154 | -11 | 14 | 25 | 0 | 154 | 20% | 2%

Arranged by the number under IL1B NFkB pot (high to low): six from the list above.
structure | IL1B NFkB pot
Cc1ccc(C)c(N(CC(=O)N/N=C/c2ccc(-c3ccc([N+](=O)[O-])cc3)o2)S(=O)(=O)c2ccccc2)c1 | 18
O=C1CCCN1CC(O)CS(=O)(=O)c1ccccc1 (stereo not drawn) | 10
C[N+]1(CC(=O)Nc2ccc(F)cc2)CCN(C(=O)c2ccco2)CC1 | 3
Cn1c(O)c(C(C#N)=C2N=c3ccccc3=N2)c2ccccc21 | 0
O=S(=O)(N1CCCCC1)N1CCN(c2ccc(F)cc2)CC1 | -3
Cc1cc2ncn(C(=O)N3CCCCCC3)c2cc1C | -5

Assay outcomes: PubChem BioAssay, several laboratories
